High-throughput results deposited in PubChem by several laboratories.
STAT1 blocker = inhibitors of IFN-gamma induced STAT1 signaling; NIH 3T3 STAT1-luciferase reporter, luminescence; inhibition, % at 5.5 µM; hit rate 0.35% among 200,000; AID 920;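 active means inhibition above a set limit, the mean inhibition across all tested compounds plus 3 SD, cut at about 34% in these data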;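 further: 0% = IFN-gamma with DMSO and 100% = IFN-gamma with 300 µM nifuroxazide; values of inactives mirror those of a sister screen read the other way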
TNAP act hi DEA = TNAP (human) activation, high acceptor. purified TNAP, CDP-star luminescence, 1 M DEA, 30 min; stronger effect = higher value; 0 = EDTA background, 1 = DMSO-only activity. 200,000 tested, under 10 active. activation factor at 20 µM. AID 1136;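 active means activation factor at least 2 at 20 µM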
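system = human TNAP | amount = enzyme diluted 1/800 final | reagent = 100 µM CDP-star substrate | signal = luminescent substrate turnover signal | dosing = one dose, 20 µM | benchmarks = EDTA negative control, DMSO positive control | measure = activation factor | timing = 30 min reaction, room temperature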
STAT3 inh = inhibitors of IL-6 induced STAT3 signaling. U3A cells, IL-6 STAT3-luciferase reporter, luminescence; host cell line lacks STAT1. inhibition, % at 5.5 µM. hit rate 0.89% among 190,000;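 active means inhibition above the mean inhibition across all screened compounds plus 3 SD, cut at about 44% in these data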;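 further: 0% = DMSO only wells and 100% = 100 µM nifuroxazide control wells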
SRC2 TRFRET art = counter-screen for PPARgamma SRC-2 recruitment agonists: TR-FRET artefact. stronger effect = higher value. TR-FRET ratio at 8 µM. hit rate 0.4% among 200,000; in the data active means TR-FRET ratio above about 2000; further: inactives centre near 1500
PPARg SRC3 recr = agonists of human PPARgamma SRC-3 coactivator recruitment; P37231; biochemical PPARgamma/SRC-3 coactivator recruitment assay; activation, % at 8 µM; hit rate 0.26% among 200,000; AID 731; in the data active means activation above about 23%;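 further: 0% = DMSO and 100% = reference agonist; some compounds past the cut are filed as inactive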
Target sequence (P37231 whole entry, looked up): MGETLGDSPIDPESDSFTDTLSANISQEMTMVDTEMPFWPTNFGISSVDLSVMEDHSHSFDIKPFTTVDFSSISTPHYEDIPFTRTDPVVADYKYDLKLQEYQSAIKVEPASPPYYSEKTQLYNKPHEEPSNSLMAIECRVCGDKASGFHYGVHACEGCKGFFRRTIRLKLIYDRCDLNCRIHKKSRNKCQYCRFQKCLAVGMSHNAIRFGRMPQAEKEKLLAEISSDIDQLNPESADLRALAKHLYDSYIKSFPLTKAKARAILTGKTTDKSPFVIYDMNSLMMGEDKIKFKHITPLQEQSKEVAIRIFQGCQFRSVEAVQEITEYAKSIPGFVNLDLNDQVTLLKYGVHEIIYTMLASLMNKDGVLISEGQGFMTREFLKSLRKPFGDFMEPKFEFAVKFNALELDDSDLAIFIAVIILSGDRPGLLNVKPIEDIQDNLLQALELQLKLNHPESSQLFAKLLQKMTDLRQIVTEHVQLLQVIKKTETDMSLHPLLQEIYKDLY
ROMK primary = modulates human ROMK potassium channel activity; P48048; Tet-inducible ROMK, thallium flux fluorescence; actives lie on both sides; B-score at 10 µM; hit rate 2% among 130,000;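 active means signal ratio slope over the read window, or its plate-corrected B-score, at least 3 SD from the plate mean, either direction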;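 further: B-score of the F/F0 ratio slope over 7 to 12 s after thallium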
Target sequence (P48048 whole entry, looked up): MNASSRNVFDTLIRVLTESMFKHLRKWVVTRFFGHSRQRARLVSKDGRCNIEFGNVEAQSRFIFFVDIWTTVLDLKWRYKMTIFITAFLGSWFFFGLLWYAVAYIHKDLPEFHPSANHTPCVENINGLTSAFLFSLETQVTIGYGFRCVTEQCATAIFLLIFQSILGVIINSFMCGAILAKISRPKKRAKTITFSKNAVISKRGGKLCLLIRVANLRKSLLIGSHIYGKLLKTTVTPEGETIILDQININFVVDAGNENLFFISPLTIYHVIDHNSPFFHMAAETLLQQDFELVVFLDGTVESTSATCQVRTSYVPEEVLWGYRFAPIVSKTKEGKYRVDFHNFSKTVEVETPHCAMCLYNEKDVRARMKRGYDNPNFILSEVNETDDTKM
PPARg SRC1 recr = promotes SRC-1 coactivator recruitment by human PPARgamma. P37231. PPARgamma-SRC-1 coactivator recruitment biochemical assay. activation, % at 8 µM. hit rate 0.41% among 200,000; in the data active means activation above about 19%;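 further: 0% = DMSO and 100% = reference agonist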
bIAP act = intestinal alkaline phosphatase (bovine) activation; activation factor at 20 µM; purified bovine IAP, CDP-star luminescence, 30 min; stronger effect = higher value; fold of DMSO-control signal, blank-subtracted; hit rate 0.17% among 200,000;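 active means activation factor of 2 or more at 20 µM, a signal rise over negative controls twice the positive control's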
PPARg SRC2 recr = PPARgamma-driven SRC-2 recruitment agonism | activation, % at 8 µM | AID 1032 | hit rate 0.34% among 200,000 | PPARgamma LBD-SRC-2 recruitment, biochemical | P37231; in the data active means activation above about 22%;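 further: 0% = vehicle and 100% = reference agonist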
STAT3 activator = increases IL-6 driven STAT3 reporter signal; hit rate 0.91% among 190,000; activation (% of control), % at 5.6 µM; U3A cells, IL-6 STAT3-luciferase reporter, luminescence; 100% = signal with IL-6 EC80 alone; AID 871;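 active means activation above the screen-wide mean of compound activation plus 3 SD, cut at about 130% in these data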;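 further: 0% = background luminescence of wells with medium and substrate only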
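Material: STAT3-luciferase reporter U3A cells. Controls: IL-6-treated wells, 100% activation. Read-out: % activation versus median of IL-6-stimulated wells. Probe or stimulus: IL-6 stimulus at 33 ng/mL final. Timing: compound 1 h, then IL-6 6 h at 37 °C. Signal: reporter luminescence signal.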
bIAP inh = blocks bovine intestinal alkaline phosphatase activity; purified bovine IAP, CDP-star luminescence, 30 min; inhibition, % at 20 µM; 190,000 tested, under 10 active;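 active means over 50% inhibition of intestinal alkaline phosphatase at 20 µM in the single-dose screen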
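System: purified bovine intestinal alkaline phosphatase (IAP) enzyme; Input: IAP diluted 1/65,000,000 in the well; Measured by: CDP-star luminescence signal; Compound dosing: 20 µM single dose; Incubation: 30 min reaction at room temperature.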
* = called active by the depositor; . = no result given.

SMILES	STAT1 blocker	TNAP act hi DEA	STAT3 inh	SRC2 TRFRET art	PPARg SRC3 recr	ROMK primary	PPARg SRC1 recr	bIAP act	PPARg SRC2 recr	STAT3 activator	bIAP inh
Cc1sc(Cc2nc(O)cs2)nc1-c1ccccc1	-7.2	1	15.8	1564	-2.0	0.104	4.2	1.1	-4.0	95.8	-6.9
COC(=O)C1=C(C)NC(=S)NC1/C=C/c1ccccc1 (centres undefined)	2.5	1	4.7	1476	4.7	-0.273	1.8	0.8	3.1	97.9	17.1
CC(C)N(Cc1cnn(C)c1)Cc1nc(COc2ccccc2)no1	-7.6	1	7.5	1430	-3.4	1.21	1.3	1	-0.7	97.3	0.2
C1=C(CCNCC2CCCCC2)CCCC1	8.3	0.9	3.2	1655	10.2	-1.97	5.1	0.9	6.5	96.1	6.8
COc1ccc(OC)c(NC(=O)CC2SC(=Nc3ccc(F)cc3)N(CCC3=CCCCC3)C2=O)c1 (centres undefined)	9.7	1	4.3	1709	5.0	.	4.9	1	0.4	98.6	1.0
Cc1cccc(Cc2c(C)nc3c(C(=O)NCc4ccco4)cnn3c2C)c1	3.1	1	5.4	1560	-6.3	-0.611	2.3	1.1	2.3	97.6	-6.4
CCOC(=O)NC(NCCc1ccccc1)(C(F)(F)F)C(F)(F)F	10.0	1	10.4	1426	-6.8	1.48	2.3	0.9	1.8	97.4	6.8
Fc1ccc(-c2nnc(-c3ccc(Cl)cc3)o2)cc1	-38.2	1	23.3	1605	7.0	0.371	4.1	0.9	9.0	81.6	6.8
COc1ccc(CC(=O)NN2C(=O)c3ccccc3C2=O)cc1	-3.8	1	-2.7	1601	0.3	1.18	1.7	1.4	-1.7	105.8	-35.1
O=C(Cc1csc(-c2ccccc2)n1)NCc1ccccc1F	-9.9	1.1	1.4	1664	1.5	-0.47	-1.3	0.9	-4.1	98.8	12.9
O=C(c1ccco1)N1CCN(S(=O)(=O)Cc2ccccc2Cl)CC1	9.2	1	2.2	1604	-3.8	0.48	5.3	1.1	8.8	103.5	-12.8
O=C(CCNS(=O)(=O)c1cccc2nonc12)NCc1cccs1	7.5	1	-4.4	1575	-2.7	.	0.8	0.9	-0.2	109.5	9.8
CCCCCN1C=CC(=C2C(=O)c3ccccc3C2=O)C=C1	96.6*	1	107.2*	1432	-1.9	.	5.4	0.9	2.4	9.0	7.8
O=C(Nc1cccc(S(=O)(=O)N2CCOCC2)c1)[C@@H]1CCCN1S(=O)(=O)c1ccc(Cl)cc1	4.2	1	10.1	1424	-2.5	-0.311	2.2	1.1	5.2	94.3	-8.7
COC(=O)c1c(-c2ccc(C)cc2)csc1NC(=O)c1c(-c2ccccc2)noc1C	-13.5	0.9	-5.4	1541	-1.2	-0.826	-6.8	0.9	3.4	104.6	5.2
O=S(=O)(CCc1nc2ccccc2o1)c1ccc2ccccc2c1	-1.4	1	-6.0	1715	12.8	.	4.1	0.8	-3.0	106.2	16.9
N#CCSc1nnc(CNc2cccc(Cl)c2)o1	9.8	1.1	15.8	1320	-9.5	-0.503	2.1	1	-0.7	90.0	1.3
Cc1ccc(Cc2nc(-c3cccnc3)no2)cc1	-3.1	1.1	3.9	1710	1.2	.	3.1	1.1	-5.6	96.1	-11.9
O=C(O)CCS(=O)(=O)c1nc(-c2cccs2)cc(C(F)(F)F)n1	26.7	1.1	11.8	1672	6.6	-0.59	14.9	0.9	10.1	94.8	10.9
CCOC(=O)CNC(=S)N(CCCN1CCCC1)Cc1cccs1	-7.6	1.1	-2.1	1566	-4.0	0.45	2.9	1.1	6.3	103.4	-10.7
CCN1C(=O)CS/C1=N\c1nccs1	0.3	1	0.5	1291	-2.5	0.24	0.2	1	-5.8	103.4	2.5
CCN(CC)S(=O)(=O)c1ccc(OC)c(NC(=S)Nc2ccc(C)c(C)c2)c1	-5.2	1	14.5	1419	-5.4	-1.09	-4.0	1.1	8.2	90.3	-6.3
CCn1c(SCC(=O)c2ccc(NC(C)=O)c(OC)c2)nnc1-c1ccc(NS(C)(=O)=O)cc1	6.0	1	18.7	1543	0.3	-0.0867	-7.0	1	-6.1	82.7	4.4
Cn1c(CN2CCN(CC#N)CC2)c(C#N)c2ccccc21	1.1	1	10.5	1476	-5.0	-0.0217	-2.2	0.9	-5.3	97.3	7.2
Cc1ccccc1NC(=O)c1nn(-c2ccc(F)c(F)c2)ccc1=O	-4.6	1.1	25.1	1590	3.3	0.165	0.6	0.9	5.4	85.7	13.4
O=S(=O)(CCn1cccc1)CCn1cccc1	-15.0	1	-35.0	1545	-3.3	.	-0.4	1	8.7	130.1	2.7
Cc1ccc2c(c1)c1nnc(SCC(=O)N3CCCc4ccccc43)nc1n2CC(=O)O	7.9	1	-14.6	1534	-4.0	-0.735	8.7	1	3.8	113.6	-4.5
CCOC(=O)CCc1c(C)c(C#N)c2nc3ccccc3n2c1-n1ccnc1	4.1	1.1	11.4	1525	-9.9	-0.00831	-3.0	0.9	-1.6	94.4	10.2
CCCC(=O)Nc1ccccc1NC(=O)C1CCCCC1	-3.6	1	-2.3	1415	-3.1	.	-3.7	0.8	6.2	104.5	15.0
CCOc1cc(/C=N/N=C2/NC(=O)C(CC(=O)O)S2)ccc1OCc1ccccc1Cl (centres undefined)	-0.3	1	2.4	1627	3.0	1.65	5.9	1	5.4	105.5	-4.5
Cc1ccc(S(=O)(=O)/N=C2/NC(=O)/C(=C\c3ccco3)S2)cc1	-0.4	1.1	2.6	1496	-5.5	-0.469	4.0	1	-8.5	104.4	2.5
O=C(CS(=O)(=O)c1ccc2ccccc2c1)Nc1ccccc1Cl	6.9	1	-0.7	1429	1.8	.	5.7	0.9	11.2	96.4	9.4
O=c1cc(CN2CCc3ccccc32)nc2sccn12	6.0	1	-41.2	1684	-10.6	0.889	-4.0	1	-7.3	134.1*	-1.4
CCN(CC)CCCNC(=O)c1ccc2c(=O)n(Cc3ccc4c(c3)OCO4)c(=S)[nH]c2c1	-11.7	1	-1.6	1617	-1.6	-1.35	13.0	1	9.9	103.2	-0.7
Cc1cc(Nc2ccccc2)nc(N)n1	-0.9	1	11.8	1638	-5.8	.	2.5	0.9	10.2	98.5	5.0
COc1ccc(CCN(Cc2cccs2)S(=O)(=O)c2ccc(-n3cnnn3)cc2)cc1OC	0.7	.	6.0	1443	-1.7	-0.739	5.8	.	1.3	98.3	.
Cc1cccc(NC(=S)NC(=O)c2cc(-c3ccccc3)nc3ccccc23)c1	-0.6	1	3.6	1587	13.1	.	4.2	1	5.5	102.0	-0.3
O=C1N2CN(C(c3ccccc3)c3ccccc3)CN=C2SC1(CO)CO	4.3	0.9	4.5	1447	8.0	.	-2.7	0.9	-2.3	101.4	5.6
FC(F)(F)c1nnc2c(Sc3ccccc3)nc3ccc(Cl)cc3n12	3.2	1	16.5	1581	-6.9	.	7.7	1	2.3	94.5	2.1
C(#Cc1ccc(C#CCN2CCCC2)cc1)CN1CCCC1	6.1	1	15.4	1441	10.2	.	4.8	1	0.1	93.0	1.9
CCNC(=S)NNC(=O)c1cc(-c2cccnc2)nc2ccccc12	-10.4	1	3.3	1677	0.2	.	0.6	1.2	1.2	98.6	-23.8
COCCn1nnnc1C(c1ccc2ncccc2c1)N1CCc2ccccc21 (centres undefined)	7.6	1.1	-1.4	1559	-2.3	.	3.2	0.9	-2.6	103.5	5.9
Cc1cccc(C)c1NC(=O)NC1(C(=O)NCCN2CCOCC2)CCCCC1	2.2	1	-7.3	1692	-1.6	.	0.0	1.1	7.8	107.4	-9.6
O=[N+]([O-])c1ccc(N/N=C/c2sc(N3CCOCC3)nc2-c2ccccc2)c(S(=O)(=O)Nc2ccc(Cl)cc2)c1	9.7	0.6	80.9*	1589	0.6	-0.101	-0.5	0.6	12.5	30.5	42.8
COCCn1c(=O)[nH]c2cc(C(=O)NCCN3CCN(c4ccc(OC)cc4)CC3)ccc2c1=O	-2.7	1	-2.1	1316	-6.2	-0.459	-1.2	1	1.4	105.4	3.7
O=C(O)C1CC=CCC1C(=O)NCCCCc1ccccc1 (centres undefined)	-7.2	1	9.9	1537	6.9	0.511	0.2	1	11.5	99.3	0.2
COc1ccc(N2C(=O)/C(=C\c3ccco3)N=C2SCC(=O)NC(C)C)cc1Cl	4.9	1	-13.4	1565	2.7	.	-7.7	1	4.5	107.2	0.6
CCCNS(=O)(=O)c1ccc(CCC(=O)N2CCCCC2)cc1	-5.0	1	3.0	1451	-1.6	-0.00377	-2.0	0.9	-6.5	100.4	8.9
CCOC(=O)C(C)(C)N(Cc1ccc(C)cc1)S(=O)(=O)c1ccc(Cl)c([N+](=O)[O-])c1	-0.7	1	-11.1	1381	3.4	.	1.0	0.9	-3.5	105.3	7.0
Cc1nn(C)c(C)c1/C=C/C(=O)c1ccccc1	-4.7	1.1	10.0	1563	-5.4	.	2.4	0.9	9.5	97.7	14.5
CN1CCN(c2ccc(NC(=O)COc3ccc(Cl)cc3Cl)cc2)CC1	-1.3	1	11.4	1419	-9.1	-1.66	-2.5	1.1	-6.2	91.8	-8.5
O=C(CNC(=O)c1cccc(F)c1)N/N=C/c1cc(Br)ccc1OC(=O)/C=C/c1ccco1	2.9	1	-4.7	1650	3.8	-0.431	4.5	0.9	2.6	106.1	8.3
CCN(CC(=O)Nc1cccc(OC)c1)C(=O)c1ccc(C)s1	-3.9	1.1	-1.7	1538	10.4	0.186	-0.7	1	1.7	106.7	-0.1

3 compounds from above, arranged by their value in TNAP act hi DEA, smallest number first:
compound	STAT1 blocker	TNAP act hi DEA	PPARg SRC3 recr	ROMK primary	PPARg SRC1 recr	bIAP act	PPARg SRC2 recr	STAT3 activator	bIAP inh
O=[N+]([O-])c1ccc(N/N=C/c2sc(N3CCOCC3)nc2-c2ccccc2)c(S(=O)(=O)Nc2ccc(Cl)cc2)c1	9.7	0.6	0.6	-0.101	-0.5	0.6	12.5	30.5	42.8
CN1CCN(c2ccc(NC(=O)COc3ccc(Cl)cc3Cl)cc2)CC1	-1.3	1	-9.1	-1.66	-2.5	1.1	-6.2	91.8	-8.5
CCN(CC(=O)Nc1cccc(OC)c1)C(=O)c1ccc(C)s1	-3.9	1.1	10.4	0.186	-0.7	1	1.7	106.7	-0.1
